Screening results from PubChem.
LANA DNA inh: KSHV C-LANA DNA binding inhibition. MBP-C-LANA/FAM-LBS DNA binding, fluorescence polarization. inhibition, % at 9 µM. actives 0.078% (n = 340,000);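 active = highest replicate inhibition at or above 60% at 9 µM, even if other replicates fall short; inactive = all replicates below 60% inhibition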;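 note: 0% = neutral control wells and 100% = 4 µM acridine orange control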
cardiac RTF act: increases calcium sensitivity of human cardiac regulated thin filaments | activation, % at 7.2 µM | actives 0.24% (n = 340,000) | AID 493008 | P19429+P45379 | IANBD-labeled TnC RTF fluorescence at EC20 calcium; 0% EC20 calcium, 100% full calcium;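 active = activation above the mean over all tested compounds plus 3 SD, cut at about 30% in these data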;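 note: rise in fluorescence read as greater calcium sensitivity of cardiac thin filaments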
RTF Ca sens inh: cardiac RTF calcium desensitization; actives 0.12% (n = 340,000); IANBD-labeled cardiac RTF, Ca2+ fluorescence; inhibition, % at 7.15 µM; P19429+P45379;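 active = inhibition above the mean inhibition of all tested compounds plus 3 SD, cut at about 17% in these data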;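 note: assay run at fixed EC70 calcium of 1.6 mM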
CAL PDZ FP-1: inhibitors of human CAL PDZ peptide binding. Q9HD26. purified CAL PDZ, TMR-peptide fluorescence polarization, 1 h. inhibition, % at 24.9 µM. actives 0.92% (n = 300,000). AID 602252;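 active = mean inhibition of at least 30% with at least half of replicates also reaching 30%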;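 note: 0% = DMSO neutral control and 100% = excess unlabeled competitor peptide PRC23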
CAL PDZ FP-2: inhibitors of human CAL PDZ peptide binding | Q9HD26 | actives 0.02% (n = 330,000) | inhibition, % at 20 µM | purified CAL PDZ, TMR-peptide fluorescence polarization, 1 h | AID 504414;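 active = highest replicate inhibition of at least 40%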;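 note: plate controls were DMSO neutral control wells for no effect and unlabeled competitor peptide control wells for full effect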
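Material – purified CerCALP PDZ construct · Detection – FP readout, S and P plane fluorescence · Measure – percent inhibition from loss of millipolarization · Controls – unlabelled peptide for full inhibition, DMSO wells as neutral · Probe or stimulus – TMR-labelled reporter peptide T*-PRC34 bound in PDZ groove · Times – 1 h at RT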
SR-BI DiI-HDL act: enhances SR-BI lipid uptake from DiI-HDL. CHO ldlA[mSR-BI] cells, DiI-HDL uptake fluorescence, 3 h; 100 = double the neutral-control signal. actives 0.096% (n = 320,000). AID 504775. activation, % at 12.5 µM;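 active = mean replicate activation of at least 60% and every replicate at or above 60%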;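 note: 0% = median plate neutral-control signal and 100% = twice that signal; values of inactives mirror those of a sister screen read the other way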
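Assay system: CHO ldlA[mSR-BI] cells, LDL receptor-null, SR-BI overexpressing; medium: Ham's F12 with 0.5% BSA, HEPES 25 mM, pH 7.4; also added: DiI-HDL 10 µg/mL; timing: 3 h uptake period with compound, 37 °C; signal: DiI fluorescence, bottom read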
DAGLB inh: diacylglycerol lipase beta (human) inhibition; inhibition, % at 5.17 µM; HEK293T DAGLB membrane lysate, EnzChek fluorogenic substrate; actives 0.059% (n = 340,000); Q8NCG7; in the data active = inhibition above about 34%;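 note: 0% = enzyme with vehicle and 100% = wells lacking enzyme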
Keap1 Nrf2 FP: disrupts human Keap1 binding to Nrf2 peptide; actives 0.15% (n = 340,000); Keap1 Kelch-Nrf2 peptide fluorescence polarization, 1536-well; inhibition, % at 9.4 µM; AID 504523; in the data active = inhibition above about 12%;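 note: human Keap1 Kelch domain with fluorescein labeled Nrf2 9mer peptide probe; 0% = neutral control wells and 100% = peptide positive control; higher means more block of Keap1 binding to Nrf2 peptide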
Rtt109 HAT inh: C. albicans Rtt109 histone acetyltransferase inhibition; purified Rtt109/Vps75, ThioGlo CoA-SH fluorescence, 4 h; inhibition, % at 34.9 µM; actives 0.16% (n = 330,000); AID 540336;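 active = inhibition of at least 50% in every replicate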
Target sequence (Q5AAJ8 whole entry, looked up): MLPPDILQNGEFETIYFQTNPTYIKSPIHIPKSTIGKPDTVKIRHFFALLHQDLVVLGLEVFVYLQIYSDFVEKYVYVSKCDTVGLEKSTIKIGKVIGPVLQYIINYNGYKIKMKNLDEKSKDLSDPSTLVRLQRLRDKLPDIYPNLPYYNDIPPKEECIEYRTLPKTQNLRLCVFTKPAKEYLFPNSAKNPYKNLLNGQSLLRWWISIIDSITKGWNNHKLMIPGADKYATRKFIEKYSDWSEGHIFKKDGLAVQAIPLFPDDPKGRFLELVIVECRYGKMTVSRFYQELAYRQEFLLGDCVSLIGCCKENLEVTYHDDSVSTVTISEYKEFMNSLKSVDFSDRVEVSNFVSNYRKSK
PKA-R2B act: activators of human PKA-R2B complex | PKA-R2B holoenzyme dissociation, Cy5-IP20 fluorescence polarization; R2B truncated from residue 108, S112A mutant; 0% DMSO only, 100% 113 µM cGMP | AID 504700 | activation, % at 11.4 µM | P22694+P31323 | actives 0.079% (n = 340,000);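 active = activation above a cutoff set at the mean over all compounds plus 3 SD, cut at about 18% in these data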;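 note: higher means more holoenzyme dissociation and a rise in polarization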
Target sequence (P31323 whole entry, looked up, other chains not shown, the tested form may be a part): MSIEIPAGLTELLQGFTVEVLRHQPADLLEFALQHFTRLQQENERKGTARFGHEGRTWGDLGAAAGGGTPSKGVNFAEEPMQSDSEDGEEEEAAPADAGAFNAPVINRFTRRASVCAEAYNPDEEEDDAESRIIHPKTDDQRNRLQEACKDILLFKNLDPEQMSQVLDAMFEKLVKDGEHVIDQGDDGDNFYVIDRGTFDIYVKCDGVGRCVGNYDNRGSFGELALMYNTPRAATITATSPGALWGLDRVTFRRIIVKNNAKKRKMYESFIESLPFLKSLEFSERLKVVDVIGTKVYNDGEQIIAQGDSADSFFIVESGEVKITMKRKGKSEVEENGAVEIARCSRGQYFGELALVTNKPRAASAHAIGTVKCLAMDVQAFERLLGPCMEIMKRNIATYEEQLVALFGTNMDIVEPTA
Starred values were filed as active, the others as inactive; x = not tested or not shown.

SMILES | LANA DNA inh | cardiac RTF act | RTF Ca sens inh | CAL PDZ FP-1 | CAL PDZ FP-2 | SR-BI DiI-HDL act | DAGLB inh | Keap1 Nrf2 FP | Rtt109 HAT inh | PKA-R2B act
CC[n+]1c(/C=C(/C)SC)sc2ccccc21 | -1.5 | -5 | -9 | -3 | -2.2 | -15 | 1 | -9 | 19 | 3
CN(Cc1nccn1C)C(=O)c1ccc(OC2CCN(CCc3ccccc3)CC2)cc1 | 1.4 | -2 | 6 | -3 | -2.2 | 3 | -3 | 1 | -11 | -2
CCOC(=O)C1CCCN(c2c(NCCN3CCCCC3CC)c(=O)c2=O)C1 (stereo not given) | 1.1 | -4 | 0 | x | 0.1 | -3 | 0 | 0 | 1 | 1
CSCC[C@H](NC(=O)C1CCC(CNC(=O)[C@@H]2CCCN2C(=O)OC(C)(C)C)CC1)C(=O)O (stereo not given in full) | 2.6 | 2 | 0 | -2 | -1.9 | 1 | -2 | -2 | 11 | -1
Cc1ccc(C(=O)N/C(=C\c2ccccc2)C(=O)NCCCn2ccnc2)cc1 | -1.1 | -1 | -7 | 1 | -0.7 | 13 | 0 | 0 | 5 | 3
O=C(Cc1cccs1)Nc1nnc(SCC(=O)N2CCCCC2)s1 | 1.3 | 9 | -9 | -3 | -4.0 | 11 | 0 | -1 | 2 | -4
CCN1CSC(=S)N(Cc2ccccc2)C1 | -0.7 | -2 | -7 | -3 | -3.4 | 5 | -2 | -2 | x | -6
COc1cccc(OC)c1OCCN1CCN(C(=O)c2ccco2)CC1 | -0.8 | 15 | -26 | -2 | -4.0 | -5 | -1 | -4 | 0 | 11
O=S(=O)(c1ccc2c(c1)OCCO2)N1CCN(c2nc3ccccc3s2)CC1 | -1.2 | 4 | -6 | -2 | -2.2 | 13 | -3 | -2 | -10 | -8
CN1CCN(C2=C(Cl)C(=O)N(c3ccc(Cl)cc3)C2=O)CC1 | 0.5 | -2 | -6 | -3 | -1.7 | -4 | 1 | 4 | 0 | -8
CCOC(=O)C1CCCN(C(=O)c2cc(-c3ccc(F)cc3)nc3ccccc23)C1 (stereo not given) | 1.4 | -1 | -6 | 0 | -0.8 | -70 | -8 | -1 | 14 | -8
CC(C)CN(C(=O)CN1CCCCCC1)c1c(N)n(CC(C)C)c(=O)[nH]c1=O | 2.6 | 4 | 2 | -1 | 0.9 | -11 | 2 | -7 | 3 | -3
CCOC(=O)C1CCCN(C2CC(=O)N(c3ccc(C)c(C)c3)C2=O)C1 (stereo not given) | 0.7 | 2 | -2 | -3 | -0.9 | 40 | -1 | -4 | 6 | -3
CC(C)(C)C(=O)NC1CCN(S(C)(=O)=O)CC1 | 1.9 | 14 | -8 | 0 | -2.7 | 13 | -2 | -2 | 2 | -11
Cc1ccsc1C(=O)OCC(=O)NC1CCCC(C)C1C (stereo not given) | 1.7 | -5 | -1 | -3 | -0.7 | 9 | 0 | 0 | -18 | 2
O=C(Nc1cc([N+](=O)[O-])ccc1N1CCCC1)c1ccccc1 | 4.3 | 10 | -5 | -2 | -1.0 | 3 | 1 | -5 | 3 | -4
COCCn1nnnc1C(c1ccc(C(F)(F)F)cc1)N1CCOCC1 (stereo not given) | 1.0 | -8 | 7 | -4 | -0.2 | 3 | 3 | 5 | 3 | -1
CCOC(=O)Cc1csc(NC(=O)C(C)(C)C)n1 | 0.2 | -10 | -6 | x | -1.0 | 13 | 3 | 3 | 2 | -7
Cc1ccc(-c2nc3c(c(SCC(=O)N4CCOCC4)n2)COC(C)(C)C3)cc1 | -0.9 | -4 | -2 | 1 | -2.5 | -14 | -2 | 1 | -1 | 0
COC(=O)c1sc(NC(=O)COc2ccccc2)nc1C | -0.1 | 2 | -14 | -3 | -1.3 | 6 | -15 | 0 | -4 | 5
Nc1nc(Cl)nc2c1ncn2[C@@H]1O[C@H](CO)[C@@H](O)[C@H]1O | -1.7 | 8 | 1 | -2 | -0.7 | 4 | 1 | 3 | -1 | 7
CCOc1ncccc1C(=O)OCC(=O)NC1CCCCCC1 | 1.4 | -2 | 0 | -3 | -0.8 | -11 | 1 | 5 | 1 | -9
O=C(Nc1nccs1)C1CCCN(S(=O)(=O)c2cccnc2)C1 (stereo not given) | 4.0 | -5 | -2 | 0 | 0.6 | 4 | 0 | 1 | -5 | 3
Cc1cc(C)c2c(N)c(C(=O)c3cccc(Cl)c3)sc2n1 | 0.2 | -12 | 1 | 0 | -3.3 | 22 | 0 | -7 | -21 | -3
Cc1ccc(Cn2nnnc2CN2CCC(O)(c3cccnc3)CC2)cc1 | -0.8 | -8 | 0 | x | 0.6 | 13 | 0 | 0 | 18 | 2
C=CCn1c(=O)c2ccccc2n2c(SCC(=O)NC)nnc12 | 7.0 | 1 | -12 | -1 | -1.8 | 39 | -5 | -1 | 16 | 2
Cn1c(CNC(=O)c2ccccc2F)nnc1SCC(=O)Nc1nncs1 | -0.4 | -7 | -18 | -1 | -0.7 | x | 0 | -1 | 2 | 2
CC(=O)NC12CC3CC(C1)CC(C(=O)NCc1ccc(C)cc1)(C3)C2 | 2.5 | -1 | -7 | 0 | -2.4 | -4 | -2 | -8 | 10 | 0
CC1CCCN(C(=O)Nc2ccc(Br)cc2Cl)C1 (stereo not given) | 1.0 | 3 | 0 | -1 | -1.2 | -1 | -1 | -2 | 2 | -12
Cc1cc(C)c(C#N)c(Cl)n1 | 1.1 | -1 | -4 | -2 | 0.5 | 37 | 2 | -1 | -7 | -2
O=C(Nc1cccc(NC(=S)NC(=O)c2cccs2)c1)c1ccccc1 | 1.8 | 2 | 2 | 0 | -0.2 | -13 | 3 | 2 | -4 | -14
O=C(NCc1ccc2c(c1)OCO2)C1CCN(S(=O)(=O)N2CCOCC2)CC1 | 0.3 | -2 | 7 | -3 | 0.0 | -1 | 0 | -2 | -2 | 4
CC(CCc1ccccc1)NC(=O)c1cccnc1 (stereo not given) | -1.9 | 0 | 0 | 7 | -2.5 | 8 | -1 | -2 | -4 | 6
Cc1c(C(=O)NCc2ccc3c(c2)OCO3)oc2ccc(S(=O)(=O)N3CCCCC3)cc12 | -1.4 | -3 | -2 | 0 | -0.5 | -42 | -2 | 0 | -1 | 4
CC(C)C[C@H](NC(=O)c1[nH]cnc1C(=O)N[C@@H](C)C(=O)OC(C)(C)C)C(=O)OCc1ccccc1 | 0.5 | -1 | 0 | -1 | -0.7 | -13 | -2 | 3 | -14 | -16
COc1ccccc1NC(=O)NNC(=O)CCN1CCOCC1 | 0.7 | -2 | 2 | -8 | -2.0 | 15 | -2 | -3 | -3 | 2

2 successive entries from above, quoted:
SMILES | LANA DNA inh | cardiac RTF act | RTF Ca sens inh | CAL PDZ FP-1 | CAL PDZ FP-2 | SR-BI DiI-HDL act | DAGLB inh | Keap1 Nrf2 FP | Rtt109 HAT inh | PKA-R2B act
Cc1ccc(Cn2nnnc2CN2CCC(O)(c3cccnc3)CC2)cc1 | -0.8 | -8 | 0 | x | 0.6 | 13 | 0 | 0 | 18 | 2
C=CCn1c(=O)c2ccccc2n2c(SCC(=O)NC)nnc12 | 7.0 | 1 | -12 | -1 | -1.8 | 39 | -5 | -1 | 16 | 2

(cont.)
SMILES | LANA DNA inh | cardiac RTF act | RTF Ca sens inh | CAL PDZ FP-1 | CAL PDZ FP-2 | SR-BI DiI-HDL act | DAGLB inh | Keap1 Nrf2 FP | Rtt109 HAT inh | PKA-R2B act
COc1ccc(CCNC(=O)COc2ccc(S(=O)(=O)NC3CCCCC3)cc2Cl)cc1 | 0.0 | 5 | -4 | -3 | -0.8 | -51 | -2 | -3 | 9 | -5
Cc1ccc(N=Nc2ccc(O)cc2)c(Br)c1 | -1.3 | 1 | 2 | 1 | -0.5 | 14 | 13 | -4 | 2 | -8
CC(=O)NCC(=O)NC1(C(=O)NC2CCCC2)CCCCC1 | 1.3 | -2 | 3 | x | -0.3 | 8 | 1 | 2 | -12 | -13
COc1cc(C)c(Cl)cc1S(=O)(=O)NCCCN1CCOCC1 | 0.4 | 12 | 2 | -7 | -2.9 | 22 | 0 | -5 | -1 | -2
CCOC(=O)c1c(NC(=O)C2Cc3ccccc3C(=O)O2)sc2c1CCCC2 (stereo not given) | 0.3 | 3 | 2 | -5 | 0.0 | -40 | -2 | -4 | x | -6
COc1ccc(Cl)cc1N(CC(=O)N1CCN(Cc2ccccc2)CC1)S(C)(=O)=O | 0.1 | -6 | 12 | 0 | -1.2 | 18 | -5 | 0 | 10 | -10
C[C@@H]1COC(=O)[C@H](CC(=O)OC(C)(C)C)C/C=C\C[C@H](CC(=O)NCCO)C(=O)N1 | 3.7 | 0 | 1 | -1 | -0.5 | -1 | -1 | -2 | -9 | -6
Cc1csc(NC(=O)Cc2nn(C)c(=O)c3ccccc23)n1 | 0.3 | 0 | -2 | -3 | 1.5 | 20 | 0 | -4 | 0 | 2
Cc1ccc(C(=O)NNC(=O)CCCCC(=O)NNC(=O)c2ccc(C)cc2)cc1 | -0.4 | -6 | 2 | -1 | -1.3 | 12 | -2 | -2 | -8 | -10
CCNc1nc(Cl)nc(NNC(=O)C(C)Oc2ccccc2)n1 (stereo not given) | -0.8 | 2 | -1 | -2 | -0.7 | 5 | -2 | -1 | -2 | -3
CCOc1cc(N2CCOCC2)c(OCC)cc1NC(=O)c1ccccc1C | 0.7 | -3 | -12 | 3 | -4.7 | -44 | -1 | 1 | 7 | 2
COc1ccc(-n2c(SCC#N)nnc2-c2ccc(NS(=O)(=O)c3ccc(C)cc3)cc2)cc1 | 1.1 | -1 | 3 | 4 | -1.0 | -19 | -1 | 2 | 7 | 6
Cc1nc2c(ccc3nc(NC(=O)Cc4ccccc4)sc32)s1 | 0.0 | 1 | -4 | x | -5.7 | -7 | -2 | 3 | 13 | 5
O=C(C(=O)N1CCOCC1)c1c[nH]c2ccccc12 | -0.1 | 0 | -2 | -5 | 0.5 | -2 | -3 | -5 | -3 | 4
COC(=O)c1ccc(C(=O)OC)c(NS(C)(=O)=O)c1 | 0.6 | -3 | -10 | 0 | -2.7 | 0 | 0 | 0 | 1 | -5
CCCC(C(=O)NC1CCCC1)N(Cc1ccc(OC)cc1)C(=O)c1snc(C(N)=O)c1N (stereo not given) | 0.3 | -6 | 2 | -4 | -2.3 | 32 | 1 | 2 | 11 | -4
COc1ccc(-c2[nH]nc3oc(=O)c(CCO)c(C)c23)cc1 | 0.4 | -5 | -2 | -1 | 0.2 | 1 | 2 | -1 | 8 | 1
Cc1ccc(S(=O)(=O)N(C)c2ccc(OCC(=O)N3CCCCC3)cc2)cc1 | -0.9 | -1 | -4 | -3 | -1.8 | 14 | 1 | -4 | -1 | -1
O=C1Cc2cc(NS(=O)(=O)c3cc(F)ccc3F)cc3c2N1CCC3 | 0.7 | -3 | -8 | -2 | -4.0 | 22 | 3 | -6 | -14 | -3
CC1CC(C)CN(C(=O)CN2C(=O)NC3(CCCCCC3)C2=O)C1 (stereo not given) | 0.8 | -5 | -1 | x | -1.5 | -15 | -1 | -2 | 2 | -2
